Screens deposited in PubChem BioAssay by Sanford-Burnham Center for Chemical Genomics.
HKDC1 inh – blocks human hexokinase HKDC1 activity; 0.16% of 340,000 active; Q2TB90; AID 493160; inhibition, % at 20 µM; recombinant HKDC1, G6PDH/diaphorase resazurin coupled fluorescence;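 active means inhibition above about 35% when tested at 20 µM, limit read from the data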;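 further: plate controls were DMSO wells with enzyme for no effect and DMSO wells lacking enzyme for full effect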
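Assay system – recombinant HKDC1 (HK5) hexokinase enzyme, produced in-house · Input – HKDC1 at 5 µg/mL · Reagent – glucose plus 1 mM ATP as hexokinase substrates · Timing – 90 min reaction incubation at room temperature, dark · Measured by – G6PDH/diaphorase-coupled fluorescence, 1 mM NADP, 100 µM resazurin, 525/613 nm · Benchmarks – DMSO-enzyme wells negative, buffer-substituted wells positive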
SENP8 block-1 – inhibitors of human SENP8 protease | purified SENP8, Z-RLRGG-aminoluciferin cleavage, luminescence | AID 2540 | inhibition, % at 10 µM | 1.2% of 330,000 active | Q96LD8; in the data active means inhibition above about 50%
Target sequence (Q96LD8 whole entry, looked up): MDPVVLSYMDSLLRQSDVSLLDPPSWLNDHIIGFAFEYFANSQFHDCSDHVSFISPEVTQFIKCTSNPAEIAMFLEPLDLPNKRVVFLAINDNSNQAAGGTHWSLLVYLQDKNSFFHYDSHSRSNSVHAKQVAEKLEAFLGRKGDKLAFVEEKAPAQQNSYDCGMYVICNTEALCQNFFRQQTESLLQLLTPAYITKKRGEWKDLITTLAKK
SENP8 block-2 – inhibitors of human SENP8 protease | recombinant SENP8, Nedd8 substrate fluorescence | inhibition, % at 20 µM | AID 602440 | 0.64% of 360,000 active | Q96LD8; in the data active means inhibition mostly above about 40%, no sharp cut-off; inactive means mostly below about 27%
SENP6 inh – inhibitors of human SENP6 protease; Recombinant SENP6 catalytic domain, aminoluciferin luminescence; inhibition, % at 10 µM; 1.8% of 330,000 active;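 active means inhibition above about 50% at the single tested dose, limit read from the data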;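 further: plate controls were DMSO wells with enzyme for no effect and DMSO wells lacking enzyme for full effect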
MIN6 prolif – inducers of beta-cell replication in MIN6 cells. MIN6 cells proliferation, ATPlite luminescence, 48 h; cells starved in 0.2% serum; 100% = growth in 10% serum. proliferation, % at 10 µM. 0.29% of 330,000 active;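 active means compounds whose signal lies at least 3.5 SD above the mean of all wells on their plate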;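 further: 0% = DMSO-treated cells in low-serum medium and 100% = 10% serum control; some compounds called inactive have numbers as strong as hits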
SENP1 FRET inh – SENP1 (human) catalytic domain inhibition. Q9P0U3. 0.21% of 360,000 active. AID 624204. inhibition, % at 10 µM. recombinant SENP1 catalytic domain, CyPet-SUMO1-YPet FRET cleavage;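 active means inhibition at least 30% at 10 µM, raw YFP signal under a set limit, fluorescence ratio 0.5 to 1.5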;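 further: 0% = enzyme with DMSO and 100% = no enzyme wells; some results filed as inactive read as strong as hits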
Target sequence (Q9P0U3 419-644 limits assumed): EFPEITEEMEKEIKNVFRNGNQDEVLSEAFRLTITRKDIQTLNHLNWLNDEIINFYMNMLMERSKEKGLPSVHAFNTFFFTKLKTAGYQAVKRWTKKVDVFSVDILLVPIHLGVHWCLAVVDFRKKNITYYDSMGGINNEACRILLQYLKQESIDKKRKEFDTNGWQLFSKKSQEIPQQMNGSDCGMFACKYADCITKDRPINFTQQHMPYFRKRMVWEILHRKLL
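Assay system: hSENP1 catalytic domain, recombinant. Amount: SENP1 enzyme, 20 pM final. Schedule: 50 min reaction, RT, dark. Technique: FRET, CFP and YFP emission. Control set: no-enzyme wells low, DMSO-plus-enzyme wells high control.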
PfG6PD inh – PfG6PD (Plasmodium falciparum) enzyme inhibition; PfGluPho enzyme, NADPH resazurin-diaphorase fluorescence; inhibition, % at 20 µM; 0.78% of 350,000 active; AID 504690;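 active means inhibition reaching at least a set limit at 20 µM in the primary screen, cut at about 59% in these data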;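 further: 0% = DMSO wells with substrate and 100% = DMSO wells lacking glucose-6-phosphate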
SENP7 block – blocks the human protease SENP7; AID 434973; 1.5% of 330,000 active; recombinant SENP7, Z-RLRGG-aminoluciferin luminescence, 40 min; inhibition, % at 5 µM; Q9BQF6;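 active means inhibition above about 50% at the single test dose, limit read from the data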;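 further: plate controls were DMSO with enzyme for no effect and no enzyme buffer wells for full effect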
Target sequence (Q9BQF6 706-1050 limits assumed): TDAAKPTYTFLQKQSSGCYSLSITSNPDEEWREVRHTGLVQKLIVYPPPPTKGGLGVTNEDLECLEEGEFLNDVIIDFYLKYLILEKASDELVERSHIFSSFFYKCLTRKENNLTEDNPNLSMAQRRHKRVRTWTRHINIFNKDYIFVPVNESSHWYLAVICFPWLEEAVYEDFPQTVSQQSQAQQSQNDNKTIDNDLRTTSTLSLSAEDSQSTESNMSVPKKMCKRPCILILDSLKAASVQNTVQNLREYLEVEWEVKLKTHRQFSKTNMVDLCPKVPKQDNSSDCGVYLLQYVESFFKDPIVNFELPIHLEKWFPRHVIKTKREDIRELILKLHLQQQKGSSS
UBC13 inh – human UBC13 polyubiquitination inhibition | P61088 | UBC13 polyubiquitin chain formation, TR-FRET | inhibition, % at 20 µM | 0.47% of 330,000 active; in the data active means inhibition above about 45%, passing the limit was not always enough
Target sequence (P61088 whole entry, looked up): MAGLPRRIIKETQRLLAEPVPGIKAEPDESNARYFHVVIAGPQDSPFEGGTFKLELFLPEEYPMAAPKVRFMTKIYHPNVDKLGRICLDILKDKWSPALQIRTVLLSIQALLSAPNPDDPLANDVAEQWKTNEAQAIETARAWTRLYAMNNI
Numbers without * were called inactive; . = no result given.

#1 COCCNc1nnc(SCC(=O)NNC(=O)c2ccco2)s1
#2 CC(C)NS(=O)(=O)c1ccc(NC(=O)CCc2ccccc2)cc1
#3 CCOCCc1nnc(NC(=O)Cc2ccccc2)s1
#4 Cc1cccc(NC(=S)N2CCCN(c3ncccc3[N+](=O)[O-])CC2)c1
#5 O=C(c1ccco1)N1CCN(S(=O)(=O)c2cccs2)CC1
#6 CNC(=O)NC(=O)COc1ccc2oc3c(c2c1)CCCC3
#7 COc1ccc(/C=N/NC(=O)c2ccc(Cl)c(S(N)(=O)=O)c2)cc1OCC(N)=O
#8 O=C(Nc1ccccc1N1CCOCC1)c1ccc2ccccc2n1
#9 CCOc1ccc(CCNC(=O)COC(=O)c2cccc(S(=O)(=O)N3CCCCC3)c2)cc1OCC
#10 Fc1ccc(-c2nnc3ccc(N4CCc5ccccc5C4)nn23)cc1

compound no.,1,2,3,4,5,6,7,8,9,10
SENP8 block-2,0,6,28,32,0,0,-377,8,9,-209
SENP8 block-1,1,4,-1,0,-6,6,-9,-4,-2,-11
PfG6PD inh,12,-15,0,7,-5,12,2,12,6,17
MIN6 prolif,4,-4,1,-1,-3,-1,-2,-4,2,-4
UBC13 inh,4,-7,-2,3,0,6,-7,10,2,22
SENP6 inh,0,-11,-10,5,3,-26,-43,-29,-9,-5
HKDC1 inh,-4,6,-3,-4,-5,-6,-3,8,-2,5
SENP1 FRET inh,5,-1,0,1,0,0,-1,-5,-1,2
SENP7 block,7,5,0,5,-23,1,-6,5,-6,-16

#11 Cc1ccc(OCC(=O)Nc2ccc(-c3nnc(-c4ccco4)o3)cc2)cc1
#12 COc1ccccc1CNC(=O)c1cc2ccccc2oc1=O
#13 NNC(=O)c1nnn(-c2nonc2N)c1CN1CCc2ccccc2C1
#14 CC1CN(Cc2ccccc2)C(=S)NC1=O (stereo not given)
#15 CCOc1ccc(N(CC(=O)NC2CCCCC2)C(=O)CNC(=O)c2cccs2)cc1
#16 Cc1ccc(C2(c3noc(CN(C)Cc4cccnc4)n3)CCCC2)cc1
#17 CN1C(CCl)Nc2cc(Cl)c(S(N)(=O)=O)cc2S1(=O)=O (stereo not given)
#18 CC(=O)Cc1nsc(NC(=O)C2Cc3ccccc3C(=O)O2)n1 (stereo not given)
#19 COc1ccc(C)cc1N(CC(=O)N1CCCCCC1)S(=O)(=O)c1ccc(C)cc1
#20 CCCc1ccc(OCC(O)CN2CCN(c3ccccn3)CC2)cc1 (stereo not given)

compound no.,11,12,13,14,15,16,17,18,19,20
SENP8 block-2,-499,-67,6,7,12,9,4,12,6,6
SENP8 block-1,-2,-7,1,.,4,-4,.,-10,12,3
PfG6PD inh,-17,15,-9,14,-5,4,-8,-5,9,2
MIN6 prolif,-2,1,2,.,1,-4,.,-1,3,-1
UBC13 inh,9,0,3,.,6,24,.,-6,-5,4
SENP6 inh,2,-7,10,.,-32,-1,.,-10,-7,11
HKDC1 inh,4,-3,-1,-7,-3,-3,-2,-1,-3,0
SENP1 FRET inh,3,-1,0,-1,0,-4,1,1,0,2
SENP7 block,-1,0,6,.,0,10,.,-9,-4,0

#21 Cc1ccc(NC(=O)CCN2CC(C)OC(C)C2)cc1 (stereo not given)
#22 CCCCN(C(=O)COC(=O)c1ccc(C=O)cc1)c1c(N)n(CCC)c(=O)[nH]c1=O
#23 O=C(COc1ccccc1-c1ccccc1)N/N=C/c1ccccn1
#24 COc1ccccc1C(=O)NC(=S)N1CCCc2ccccc21
#25 COc1ccc(CNC(=O)COC(=O)c2ccc(C)c(S(=O)(=O)N3CCOCC3)c2)cc1
#26 O=S(=O)(N/N=C/c1ccc(N2CCOCC2)cc1)c1ccccc1
#27 COC(CNC(=O)CNC(=S)N(CCCN1CCOCC1)Cc1cccs1)OC
#28 CCOC(=O)N1CCN(C(=O)C2CCN(S(=O)(=O)c3ccc(OCC)cc3)CC2)CC1
#29 COc1ccc(-n2c(=O)c3ccccc3n(Cc3ccc(F)cc3)c2=O)cc1OC
#30 Cc1ccc(-n2nc3c(=O)n(CC(=O)c4ccc(F)cc4)nc(C)c3c2C)cc1

compound no.,21,22,23,24,25,26,27,28,29,30
SENP8 block-2,3,-80,8,-116,4,13,11,8,22,4
SENP8 block-1,7,-12,2,-3,5,8,-12,-8,-12,-3
PfG6PD inh,-8,-28,-1,47,-10,-3,2,-7,3,-12
MIN6 prolif,0,0,-1,-3,3,-1,-2,-2,4,-2
UBC13 inh,4,-13,6,13,4,-4,-10,-6,0,10
SENP6 inh,-5,-3,14,-6,-15,-35,-5,5,-5,1
HKDC1 inh,2,-2,-4,23,-4,-8,0,-4,2,-3
SENP1 FRET inh,0,-6,1,-47,2,37*,2,1,0,4
SENP7 block,4,-11,7,6,0,2,-5,-8,-9,-4

The closing four compounds of the part above are carried over, then new ones follow.
#27 COC(CNC(=O)CNC(=S)N(CCCN1CCOCC1)Cc1cccs1)OC
#28 CCOC(=O)N1CCN(C(=O)C2CCN(S(=O)(=O)c3ccc(OCC)cc3)CC2)CC1
#29 COc1ccc(-n2c(=O)c3ccccc3n(Cc3ccc(F)cc3)c2=O)cc1OC
#30 Cc1ccc(-n2nc3c(=O)n(CC(=O)c4ccc(F)cc4)nc(C)c3c2C)cc1
#31 Cc1ccc(C)c(OCCC(=O)OCC(=O)Nc2ccc(C)c(S(=O)(=O)N3CCCCC3)c2)c1
#32 CC(C)(C)c1ccc(C(=O)NNC(=S)NCC2CCCO2)cc1 (stereo not given)
#33 COc1ccc(N2CCN(C(=O)C3CC(O)CN3S(=O)(=O)c3ccc([N+](=O)[O-])cc3)CC2)cc1 (stereo not given)
#34 Cc1ccc(-n2c(Cc3cccn3C)nnc2SCC(=O)NC2CCCCC2)cc1
#35 COc1ccc(/C(O)=C2/C(=O)C(=O)N(c3ncccn3)C2c2ccc(C(C)(C)C)cc2)cc1 (stereo not given)
#36 COc1ccc(NC(=O)c2oc3ccccc3c2NC(=O)C2CC2)cc1OC
#37 Cc1cc(Br)ccc1Nc1nc(N)nc(N)c1N=O
#38 O=C(O)C1C2C=CC(C2)C1C(=O)NCc1ccoc1 (stereo not given)
#39 COc1ccc(NC(=O)c2nc[nH]c2C(=O)N[C@H](C)c2ccccc2)cc1
#40 CCC(C)c1ccccc1N1CC(C(=O)NCCC2=CCCCC2)CC1=O (stereo not given)

compound no.,27,28,29,30,31,32,33,34,35,36,37,38,39,40
SENP8 block-2,11,8,22,4,2,18,19,-7,.,-21,21,11,4,10
SENP8 block-1,-12,-8,-12,-3,5,-14,-5,-8,-1,-6,.,1,3,4
PfG6PD inh,2,-7,3,-12,0,11,-4,4,.,11,-2,-4,7,3
MIN6 prolif,-2,-2,4,-2,-3,-1,0,-3,4,-1,.,0,-7,-4
UBC13 inh,-10,-6,0,10,-4,-16,5,-5,3,-8,.,-6,3,-4
SENP6 inh,-5,5,-5,1,-8,-2,-4,0,6,-1,.,10,-4,-12
HKDC1 inh,0,-4,2,-3,3,-10,5,7,.,0,-2,1,0,-5
SENP1 FRET inh,2,1,0,4,2,1,1,0,.,0,-14,-2,1,1
SENP7 block,-5,-8,-9,-4,6,-4,3,-6,4,-5,.,11,2,-6

#41 COC(=O)COc1cccc2c(=O)n(CC(=O)N3CCCc4ccccc43)ccc12
#42 Clc1ccc(-c2nnc(CSc3nnc(-c4cccs4)n3Cc3ccccc3)o2)cc1
#43 S=C(NCCc1ccccc1)N1CCOCC1
#44 Clc1ccc(-c2cn3c(n2)SCC3)cc1
#45 COc1cc2c(cc1OC)CN(C(=O)COc1ccccc1C#N)CC2
#46 C=CCNC(=O)C1CC=CCC1C(=O)O (stereo not given)
#47 CON(C)S(=O)(=O)c1cccc(C(=O)Oc2ccc(N(C)S(=O)(=O)c3ccccc3)cc2)c1
#48 O=C(C1CC(=O)N(C2CCCC2)C1)N1CCC(Cc2ccccc2)CC1 (stereo not given)
#49 COC(=O)/C=C\C(=O)Nc1cccc([N+](=O)[O-])c1
#50 COc1ccc(C2Nc3ccccc3NC3=C2C(=O)CC(C)(C)C3)c(OC)c1OC (stereo not given)

compound no.,41,42,43,44,45,46,47,48,49,50
SENP8 block-2,-49,0,15,12,-294,18,3,-1,8,-9
SENP8 block-1,6,3,-7,-5,-5,1,-1,2,.,-2
PfG6PD inh,-1,-8,1,10,-4,1,12,-19,45,4
MIN6 prolif,1,-6,-6,-1,-4,-1,-3,-2,.,-1
UBC13 inh,7,6,-2,1,7,2,1,-6,.,1
SENP6 inh,0,8,-8,11,4,-11,15,-7,.,-18
HKDC1 inh,-3,0,-3,-5,2,-3,-2,-7,-9,-8
SENP1 FRET inh,4,0,0,1,-6,1,-2,3,0,7
SENP7 block,-1,2,1,10,-5,1,2,0,.,-10

#51 Cn1c(=O)c(-c2ccccc2)nc2ccccc21
#52 Cn1c(/C(C#N)=C(\O)c2ccc(Cl)s2)nc2ccccc21
#53 O=C1CC(c2ccc(F)cc2)SC(N(c2ccccc2)c2ccccc2)=N1 (stereo not given)
#54 O=c1cc(CO)occ1OCc1ccccc1
#55 CCOC(=O)[C@H]1[C@H]2COc3ccc(Cl)cc3[C@@H]2N2C(=O)c3cc(F)c(F)cc3NC(=O)[C@@]12C
#56 COc1ccc(-c2csc(NC(=O)CSCC(=O)Nc3cc(C)on3)n2)cc1

compound no.,51,52,53,54,55,56
SENP8 block-2,-286,0,13,22,8,7
SENP8 block-1,-9,-11,-1,6,-17,0
PfG6PD inh,-1,-15,-4,-8,12,6
MIN6 prolif,0,-2,0,-1,-6,-4
UBC13 inh,38,15,-3,5,-5,-6
SENP6 inh,-2,-24,-37,-1,-25,11
HKDC1 inh,3,-1,-5,-2,-3,-1
SENP1 FRET inh,-5,-55,0,2,-1,0
SENP7 block,-4,11,3,0,11,1

Whole records, looked up by structure:
Cn1c(=O)c(-c2ccccc2)nc2ccccc21 is entered as SENP8 block-2: -286; SENP8 block-1: -9; PfG6PD inh: -1; MIN6 prolif: 0; UBC13 inh: 38; SENP6 inh: -2; HKDC1 inh: 3; SENP1 FRET inh: -5; SENP7 block: -4
O=c1cc(CO)occ1OCc1ccccc1 is entered as SENP8 block-2: 22; SENP8 block-1: 6; PfG6PD inh: -8; MIN6 prolif: -1; UBC13 inh: 5; SENP6 inh: -1; HKDC1 inh: -2; SENP1 FRET inh: 2; SENP7 block: 0
COc1ccc(-c2csc(NC(=O)CSCC(=O)Nc3cc(C)on3)n2)cc1 is entered as SENP8 block-2: 7; SENP8 block-1: 0; PfG6PD inh: 6; MIN6 prolif: -4; UBC13 inh: -6; SENP6 inh: 11; HKDC1 inh: -1; SENP1 FRET inh: 0; SENP7 block: 1
